Screening data deposited in PubChem BioAssay by National Center for Advancing Translational Sciences (NCATS).
ERK AVP block = inhibitors of vasopressin-stimulated ERK signaling pathway; HEK293-V1b, vasopressin-stimulated pERK AlphaScreen; Potency, µM (series often up to 57.5 µM), for the others: top-dose activity, negative = inhibition, usual class: inhibitors; 72,000 compounds, 0.99% hits; also: potency is read from the fitted curve at half-maximal effect; % is scaled to controls: 0 for no effect and ±100 for the full control effect; nearly all actives have a fitted effect of over 55% in size
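HEK293 cells stably expressing V1b receptor, seeded overnight in 1% FBS, were treated with compounds for 30 min at 37C, then stimulated 5 min with 25 nM vasopressin; phospho-ERK read by AlphaScreen SureFire after lysis.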
HADH2 inhib = HADH2 (human) dehydrogenase inhibition; Q99714; AID 886; Potency, µM (top dose mostly 57.1 µM), inactives show at the top dose activity change, negative = inhibition, usual class: inhibitors; recombinant HADH2, NADH fluorescence, beta-hydroxybutyryl-CoA; 73,000 compounds, 3.4% hits; also: potency is read from the fitted curve at half-maximal effect; % is scaled to controls: 0 for no effect and ±100 for the full control effect; nearly all actives have a fitted effect of over 60% in size; many of its hits are not listed in these tables
Target sequence (Q99714 whole entry, looked up, one chain of several): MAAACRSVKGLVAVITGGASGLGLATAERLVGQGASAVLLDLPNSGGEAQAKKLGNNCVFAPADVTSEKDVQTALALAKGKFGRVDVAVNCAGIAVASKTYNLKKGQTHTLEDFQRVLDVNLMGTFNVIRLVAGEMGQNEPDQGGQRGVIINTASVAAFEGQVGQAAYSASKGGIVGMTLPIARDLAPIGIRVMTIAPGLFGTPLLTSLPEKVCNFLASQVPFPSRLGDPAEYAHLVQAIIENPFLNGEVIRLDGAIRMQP
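Buffer 100 mM Tris-HCl pH 9.0/0.01% Tween-20; HADH2 20 nM; NAD+ 1 mM; beta-hydroxybutyryl-CoA 90 uM (all final). 15 min cpd preincubation, RT.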
Pol III holo inh = inhibitors of bacterial DNA polymerase III holoenzyme; reconstituted DNA polymerase III holoenzyme replication, biochemical; Potency, µM (highest dose often 57.1 µM), inactives show at the top dose activity change, negative = inhibition; 71,000 compounds, 0.25% hits; AID 603; also: potency is read from the fitted curve at half-maximal effect; % is scaled to controls: 0 for no effect and ±100 for the full control effect
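Reconstituted *E. coli* holoenzyme (0.35 nM Pol III, 1 nM beta, 154 nM SSB, 2 nM primase) was preincubated with compound for 15 min at RT. Synthesis on 1.4 nM ssM13Gori ran 35 min, then was stopped with PicoGreen/EDTA and read as dsDNA fluorescence.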
Texas Red fluor = compounds fluorescent in Texas Red spectral region; AID 587; Compound fluorescence, Texas Red channel, 547/618 nm; active compounds read high; max dye-equivalent concentration, M; 59,000 compounds, 0.06% hits; in the data active = max dye-equivalent concentration above about 10 nM; inconclusive = between about 1.1 nM and that limit
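Compound fluorescence was read after 15 min at room temperature in 100 mM Tris, pH 8.0, using 547 nm excitation and 618 nm emission across a concentration series. It was expressed as Texas Red dye-equivalent concentration from an on-plate standard curve.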
15-hLO inh = blocks human 15-lipoxygenase activity. P16050. purified 15hLO-1, xylenol orange hydroperoxide absorbance. Potency, µM (highest dose often 57.1 µM), for inactives: top-dose activity change, negative = inhibition, most hits filed as inhibitors. 74,000 compounds, 1.4% hits. AID 887; also: potency is read from the fitted curve at half-maximal effect; % is scaled to controls: 0 for no effect and ±100 for the full control effect; nearly all actives have a fitted effect of over 55% in size
Target sequence (P16050 whole entry, looked up): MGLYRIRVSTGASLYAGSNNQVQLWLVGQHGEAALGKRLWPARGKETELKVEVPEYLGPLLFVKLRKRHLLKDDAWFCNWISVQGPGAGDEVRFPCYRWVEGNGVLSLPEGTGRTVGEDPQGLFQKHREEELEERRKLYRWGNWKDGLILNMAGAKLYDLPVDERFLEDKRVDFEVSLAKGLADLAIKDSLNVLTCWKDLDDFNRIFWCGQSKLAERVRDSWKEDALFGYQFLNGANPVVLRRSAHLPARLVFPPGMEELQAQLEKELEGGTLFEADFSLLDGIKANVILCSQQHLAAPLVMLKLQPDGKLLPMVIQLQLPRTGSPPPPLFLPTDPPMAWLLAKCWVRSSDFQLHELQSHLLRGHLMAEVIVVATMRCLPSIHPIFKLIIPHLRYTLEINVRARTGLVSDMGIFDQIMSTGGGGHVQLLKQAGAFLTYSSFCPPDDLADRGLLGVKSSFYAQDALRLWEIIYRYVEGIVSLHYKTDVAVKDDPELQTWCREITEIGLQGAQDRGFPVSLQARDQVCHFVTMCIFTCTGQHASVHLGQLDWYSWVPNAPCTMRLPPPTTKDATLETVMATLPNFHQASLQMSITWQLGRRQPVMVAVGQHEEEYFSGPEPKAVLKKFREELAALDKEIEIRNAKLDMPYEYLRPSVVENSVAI
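Hydroperoxide formed from arachidonic acid (50 uM) by purified human 15hLO-1 (40 nM) oxidizes ferrous iron, and the ferric-xylenol orange complex is read at 573 versus 405 nm. Compounds were preincubated 15 min; reaction ran 6 min at room temperature.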
Luciferase inh = inhibitors of firefly luciferase; P08659; purified firefly luciferase, luminescence, 8 min; Potency, µM (doses to about 57.1 µM), without a hit: at the highest dose activity change, negative = inhibition, hits mostly inhibitors; 72,000 compounds, 2.2% hits; AID 411; also: potency is read from the fitted curve at half-maximal effect; % is scaled to controls: 0 for no effect and ±100 for the full control effect; nearly all actives have a fitted effect of over 40% in size
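Substrate buffer containing 10 uM ATP (pH 7.2 imidazole, Mg2+, KCl, detergent, BSA) is dispensed, compound pinned in, then luciferase/luciferin detector mix added. After 8 min at ambient temperature, light output is measured.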
Tau fil binding = tau filament binding; 71,000 compounds, 2% hits; AID 596; P10636; Potency, µM (highest dose often 57.1 µM), for the others: top-dose activity change, negative = inhibition; recombinant tau filaments, thioflavin S fluorescence, 15 h; filaments grown with octadecylsulfate alongside compound;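 also: potency is read from the fitted curve at half-maximal effect; % is scaled to controls: 0 for no effect and ±100 for the full control effect; actives lower thioflavin S fluorescence by blocking filaments or displacing dye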
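His-tagged recombinant human tau (exons 2, 3, 10; 1 uM final) fibrillized with 30 uM sodium octadecylsulfate, 15 h at 37 C, in pH 7.4 HEPES buffer with 10 uM thioflavine S and 5 mM DTT. Reduced ThS fluorescence (450/510 nm) marks activity.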
HBB splicing = hemoglobin beta splicing modulation; HBB splicing reporter cell assay, activation; EGFP reporter with mutant IVS2-654 intron; response scale: normalised to 500 nM splice-correcting PNA; Potency, µM (series often up to 46.1 µM), for the others: top-dose activation, usual class: activators; 65,000 compounds, 0.06% hits; AID 925; also: potency is read from the fitted curve at half-maximal effect; 0% is about no effect
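HeLa cells stably expressing EGFP interrupted by mutant beta-globin intron 2 (IVS2-654), 500/well in 2% FCS. Treated with compound for 2 days at 37C. Splicing correction scored as total well GFP intensity (488 nm excitation, 500-520 nm emission); 500 nM antisense PNA served as control.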
CRE-bla Fsk = CRE-bla signaling modulation under forskolin stimulation. Potency, µM (top dose mostly 38.2 µM), for inactives: at the top dose activity change, negative = inhibition, usual class: activators. 71,000 compounds, 2.5% hits. CHO CRE-bla reporter (cAMP response element driving beta-lactamase), forskolin EC10, beta-lactamase ratio. AID 662; active = well fitted activation curve with a large enough effect in the signal ratio, with a control signal flat, not every such curve was filed as active; inconclusive = small, poorly fitted or top-dose-only effect, or effect the other way, or a change in a side signal; the % refers to the signal ratio; also: potency is read from the fitted curve at half-maximal effect; % of control where 0% means no effect
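Using CellSensor CRE-bla CHO cells in Opti-MEM with 0.5% dialyzed FBS, compounds were titrated with EC10 NKH 477 for 3 h at 37 °C. CCF4 ratio (460/530 nm) gave %Activity; AC50 derived.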
Rhodamine fluor = compound autofluorescence in rhodamine spectral region | max dye-equivalent concentration, M | Rhodamine-region fluorescence, 547/598 nm, Tris buffer; active compounds read high | 59,000 compounds, 0.05% hits; in the data active = max dye-equivalent concentration above about 11 nM; inconclusive = between about 1.1 nM and that limit
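Compounds in 100 mM Tris buffer, pH 8.0, were incubated 15 min at room temperature, then read at 547 nm excitation and 598 nm emission. Fluorescence was normalized against a per-plate six-point rhodamine standard curve as dye-equivalent concentration.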
Hsp90 Hop PPI = changes Hsp90-Hop TPR2A binding signal, up or down; 71,000 compounds, 0.44% hits; Potency, µM (doses to about 57 µM), inactives show at the top dose activity change, negative = inhibition; AlphaScreen TPR2A-His6 binding biotin-Hsp90 C-terminal peptide; active = well fitted curve in either direction with a large enough effect; inconclusive = small, poorly fitted or top-dose-only effect, or another doubt; also: potency is read from the fitted curve at half-maximal effect; % is scaled to controls: 0 for no effect and ±100 for the full control effect; many of its hits are not listed in these tables
* marks the source's active call; other numbers are inactive results; i = inactive; ? = inconclusive; · = no result given; [ ] = remark or other dose. Unless noted, calls follow the shape of the dose curve; as a rule, active = well fitted curve in the direction sought with a large enough effect; inconclusive = small, poorly fitted or top-dose-only effect, or another doubt; inactive = no such curve, though single readings can be large; an effect the other way counts as inactive or inconclusive. An excerpt; rates above refer to the full screens.

SMILES | ERK AVP block | HADH2 inhib | Pol III holo inh | Texas Red fluor | 15-hLO inh | Luciferase inh | Tau fil binding | HBB splicing | CRE-bla Fsk | Rhodamine fluor | Hsp90 Hop PPI
Fc1ccc(CNc2nc(-c3ccco3)cc(C(F)(F)F)n2)cc1 | 11% | ? | -6% | i | 25µM* | -3% | ? | 0.6% | -4% | i | ?
COCCn1cnc2cc(C)c(C)cc21 | 10% | 13% | -2% | i | 9% | 1% | 1% | 6.5% | 4% | i | -3%
COc1cccc(N2CCN(Cc3nc4ccccc4c(=O)[nH]3)CC2)c1 | -17% | 13% | 0% | i | 3% | 3% | 4% | 0.3% | -12% | i | 1%
C=CCN=C(CC)C1=C(O)CCCC1=O | -2% | -16% | -1% | ? | 14% | -5% | 14% | 1.0%[0.369 µM] | -9% | i | -4%
COCCn1c(=S)[nH]c2cc(C(=O)NCCCN3CCOCC3)ccc2c1=O | 11% | -7% | -6% | ? | 6% | 1% | 5% | 2.0%[0.369 µM] | -1% | i | -3%
O=C(Nc1nc2n(n1)C(c1ccc(Cl)cc1)CC(c1ccc(Cl)cc1)N2)c1ccco1 (stereo not given) | ? | 6% | -3% | i | 44%[activator] | -7% | 29% | 2.7% | -22% | i | -15%
COc1ccccc1-c1ccc(=O)n(CC(=O)Nc2ccc(C(=O)N3CCCC3)cc2)n1 | 6% | 5% | 5% | i | 0% | 0% | -4% | · | -4% | i | -1%
COc1ccc(-c2noc(CN(C)S(=O)(=O)c3ccccc3)n2)cc1OC | ? | 9% | 1% | ? | -1% | -5% | -14% | 1.1% | 15% | i | -4%
O=C(O)c1cccc(CSc2nnc(COc3ccccc3)o2)c1 | -1% | -5% | -4% | i | 4% | 2% | 4% | 3.1% | -7% | i | 1%
COc1ccc(CNc2ncncc2-c2ccccc2Cl)c(OC)c1 | -14% | ? | 2% | i | 1% | -2%[2.29 µM] | 7% | -0.2% | 15% | i | -1%
CCNc1ncc2nc(CCc3ccccc3)c(=O)n(CCOC)c2n1 | -28% | -8% | 2% | i | -3% | 0%[11.4 µM] | 92% | 1.0% | ? | i | 2%
CS(=O)(=O)N(Cc1ccc(F)cc1)Cc1nc2ccccc2c(=O)[nH]1 | 0% | 6% | -5% | ? | -5% | 1% | -10% | -3.1% | 5% | i | 1%
O=c1c(-c2ccccc2)nc2cnc(N3CCNCC3)nc2n1Cc1ccc(F)cc1 | 15% | 23% | -1% | i | -4% | 0%[11.4 µM] | 47% | 0.4% | ? | i | -1%
CC1(C)Cc2ccccc2C(Nn2cnnc2)=N1 | 11% | -1% | -1% | · | 14% | 2% | -2% | 0.2%[9.22 µM] | -3% | · | -1%
Cc1ccc(-c2cccc(NC(=O)C3C(C(=O)O)[C@@H]4C=C[C@H]3C4)c2)o1 (stereo not given in full) | -13% | ? | -2% | i | -4% | -6% | ? | 0.9%[1.84 µM] | -6% | i | -9%
CC(C)C(c1nnnn1Cc1ccc2c(c1)OCO2)N1CCN(c2ccccc2)CC1 (stereo not given) | -3% | 8% | -2% | i | -13% | 2% | 15% | · | -1% | i | -1%
CC(NC(N)=O)C12CC3CC(CC(C3)C1)C2 (stereo not given) | -8% | 16% | -9% | ? | 7% | -2% | -7% | -0.7% | 13% | i | -4%
CCSc1nnc(NC(=O)c2csc3c2CCCC3)s1 | 10% | -26% | -3% | i | 1% | 3% | 254% | 3.3% | 14% | i | -5%
CC(=O)c1c(C)[nH]c(C(=O)Nc2ccc3c(c2)OCCO3)c1C | 13% | -5% | -9% | ? | -5% | 13µM* | -10% | 0.6% | -15% | i | -3%
NC(=O)NC(Cc1ccccc1)c1ccccc1 (stereo not given) | 8% | 11% | -4% | · | -3% | 2% | 6% | 0.1%[9.22 µM] | -9% | · | -1%
COc1ccc(OC)c(NC(=O)c2nnn(Cc3ccccc3C)c2N)c1 | 16% | 245%[activator] | 3% | i | -24% | 0% | 23% | -3.3% | 19% | i | -13%
COc1cccc(/C=N/n2c(C)nc3ccccc32)c1OC | ? | -3% | 0% | i | 4% | -7% | 16% | 1.6%[0.369 µM] | -15% | i | -2%
BrC/C=C/CBr | -3% | -2% | 1% | · | -15% | · | 8% | -0.1% | -2% | · | 1%
CCOC(=O)NCc1ccc(CNC(=O)OCC)cc1 | -9% | -2%[11.4 µM] | -4%[11.4 µM] | · | 9%[11.4 µM] | 2% | -5%[11.4 µM] | 3.8%[0.0738 µM] | ? | · | -1%[11 µM]
CCCc1c(C)c2ccc(OCC(C)=O)cc2oc1=O | -14% | 20µM* | 3% | ? | -1% | -6% | 18% | -3.7%[57.5 µM] | ? | i | 0%

Quoted at random: 3 compounds from above, in no set order.
SMILES | ERK AVP block | HADH2 inhib | Pol III holo inh | Texas Red fluor | 15-hLO inh | Luciferase inh | Tau fil binding | HBB splicing | CRE-bla Fsk | Rhodamine fluor | Hsp90 Hop PPI
CC(=O)c1c(C)[nH]c(C(=O)Nc2ccc3c(c2)OCCO3)c1C | 13% | -5% | -9% | ? | -5% | 13µM* | -10% | 0.6% | -15% | i | -3%
C=CCN=C(CC)C1=C(O)CCCC1=O | -2% | -16% | -1% | ? | 14% | -5% | 14% | 1.0%[0.369 µM] | -9% | i | -4%
COc1ccccc1-c1ccc(=O)n(CC(=O)Nc2ccc(C(=O)N3CCCC3)cc2)n1 | 6% | 5% | 5% | i | 0% | 0% | -4% | · | -4% | i | -1%

More structures
SMILES | ERK AVP block | HADH2 inhib | Pol III holo inh | Texas Red fluor | 15-hLO inh | Luciferase inh | Tau fil binding | HBB splicing | CRE-bla Fsk | Rhodamine fluor | Hsp90 Hop PPI
Cc1cccc(CNc2cc(-c3ccccc3C)ncn2)c1 | 10µM* | -2% | -9% | i | ? | -1%[2.29 µM] | 3% | -2.2% | ? | i | 6%
CCCCn1c(/N=C/c2cc(OC)ccc2O)nc2ccccc21 | -1% | 4% | -5% | i | 1% | 1% | 22% | -2.4%[57.5 µM] | 1% | i | 2%
CC(Oc1ccc(O)cc1)(P(=O)(O)O)P(=O)(O)O | 0% | 1% | -3% | · | -3%[25.6 µM] | 0% | ? | · | -5% | · | -6%
CCOC(=O)c1c(CN2CCCCC2)oc2ccc(O)cc12 | -9% | ? | 0% | i | -7% | 2% | -3% | 0.9% | -28% | i | -2%
CC(=O)Nc1ccc2c(c1)nc(CCNC(=O)c1ccccc1)n2C | -15% | -1% | 1% | ? | 13% | -1% | -16% | 1.4% | -5% | i | 1%
COc1ccc(C(=O)CSc2nnc(-c3cc(C)cc(C)c3)o2)cc1 | -1% | 6% | -8% | ? | -2% | 2% | 17% | · | 11% | i | 8%
COc1ccc(CCNC(=O)CSc2nc(O)c(CC(C)C)c(=O)[nH]2)cc1OC | 3% | 6% | -2% | i | 1% | -1% | 13% | · | 0% | i | -1%
COc1cccc2c(=O)cc(C)n(CC(=O)Nc3ccc(C)c(C)c3)c12 | -28% | 18% | -5% | i | -5% | -3% | 4% | 5.9%[0.369 µM] | 13% | i | 2%
CCn1cc2c(c1-c1cccc(C)c1)c(=O)n(C)c(=O)n2C | 2% | -3% | -3% | i | -9% | 2% | -6% | -5.5%[57.5 µM] | 11% | i | -3%
CCOc1ccc(NS(=O)(=O)c2ccc3[nH]cc(C(=O)N(CC)CC)c(=O)c3c2)cc1 | 9% | 1% | -11% | i | 17% | 3% | 5% | 1.8% | ? | i | -3%
CCOC(=O)c1[nH]c2ccccc2c1NC(=O)c1ccc(Br)o1 | -5% | -9% | -2% | ? | -18% | 1% | 7% | -0.7% | ? | i | -5%
CN(C)/C=C(\C#N)c1nc2ccccc2[nH]1 | -17% | -7% | 5% | i | 1% | -3% | 10% | · | 4% | i | -1%
CCn1c(SCc2ccccc2)nnc1-c1cccs1 | -11% | 10% | -5% | i | 12% | 1% | 5% | -0.8%[57.5 µM] | -1% | i | 0%
COc1ccc(C(=O)Cn2nnc(-c3ccccc3-n3cnnn3)n2)cc1 | 9% | 1% | -5% | ? | 0% | -2% | 2% | -1.4% | ? | i | 3%
Cc1ccc(N)c(C(=O)CCCCC(=O)O)c1 | 3% | -4% | -5% | i | 2% | 4% | 8% | 2.3% | -14% | i | 0%
Cc1ccc(C)c(NC(=O)C(Sc2nncn2C)c2ccccc2)c1 (stereo not given) | -20% | 11% | -2% | ? | 6% | -1% | 6% | -1.1% | -11% | i | -15%
